ssDAF-12 act = activators of S. stercoralis DAF-12 nuclear receptor. HEK293 ssDAF-12/GRIP1 lit1-tk-luc reporter, luminescence; % of 3 µM dafachronic acid response. activation, % at 6.8 µM. hit rate 1% among 370,000. AID 652126;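 active = activation above the mean over all tested compounds plus 3 SD, cut at about 0.9% in these data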;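 also: 0% = DMSO-only wells and 100% = 3 µM delta7-dafachronic acid wells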
SMARCA2 act = increases SMARCA2 function in MMTV reporter cells. activation, % at 9.1 µM. AID 652017. MG213 cells, MMTV-luciferase reporter, dexamethasone, overnight. hit rate 1% among 370,000; in the data active = activation above about 7.8%;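 also: 0% = vehicle wells and 100% = reference activator wells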
NPR1 activator = GC-A (human) enzyme activation; activation, % at 10 µM; hit rate 0.14% among 370,000; HEK293 GC-A cells, cGMP TR-FRET, EC30 ANP; 0% at EC30 ANP, 100% saturating ANP; P16066; in the data active = activation above about 40%
hgDAF-12 ag = agonists of H. glycines DAF-12 nuclear receptor. HEK293 GAL4-hgDAF12 UAS-luciferase reporter, agonist luminescence; normalized to butyrate control. activation, % at 6.8 µM. hit rate 1.8% among 370,000;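 active = activation above a cutoff set at the mean of all screened compounds plus 3 SD, cut at about 10% in these data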;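 also: 0% = DMSO wells and 100% = sodium butyrate wells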
DAX1 inh-1 = inhibits human nuclear receptor DAX1; P51843; HEK293 Gal4-DAX1 luciferase reporter, luminescence; inhibition, % at 6.75 µM; hit rate 0.99% among 340,000; AID 504766;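 active = inhibition above the mean over all tested compounds plus 3 SD, cut at about 4.2% in these data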;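 also: 0% = DAX1-transfected cells with DMSO and 100% = empty-vector control cells with DMSO; inhibition shows as a rise in luminescence from relieved DAX1 repression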
Target sequence (P51843 207-470 limits assumed): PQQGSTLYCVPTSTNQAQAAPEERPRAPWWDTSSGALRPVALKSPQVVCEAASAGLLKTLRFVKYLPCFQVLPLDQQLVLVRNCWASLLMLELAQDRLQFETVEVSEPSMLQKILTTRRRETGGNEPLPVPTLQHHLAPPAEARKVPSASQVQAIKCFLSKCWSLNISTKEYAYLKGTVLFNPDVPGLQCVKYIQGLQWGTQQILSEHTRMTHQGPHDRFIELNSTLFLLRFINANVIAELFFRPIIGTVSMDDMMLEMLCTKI
FXN GAA850 act = increases GAA850 frataxin promoter reporter activity; HEK293 lucGAA850 FXN promoter luciferase reporter, 24 h; percent of 10 µM SAHA response; activation, % at 6 µM; hit rate 0.56% among 360,000;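 active = activation above the average of all compounds screened plus 3 SD, cutoff fixed separately per campaign, cut at about 7.5% in these data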;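 also: 0% = DMSO wells and 100% = 10 µM SAHA wells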
hcDAF12 agonist = activates DAF-12 receptor from parasite H. contortus; activation, % at 6.8 µM; HEK293 hcDAF-12 lit1-tk-luc reporter, luminescence; 0% DMSO, 100% Δ7-dafachronic acid; hit rate 1.4% among 370,000; AID 652067;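 active = activation above the mean of all tested compounds plus 3 SD, cut at about 5.5% in these data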;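 also: 100% = response to 3 µM Δ7-dafachronic acid high control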
GC-B act = GC-B (human) receptor activation. P20594. HEK293-GC-B cells, CNP EC30, cGMP TR-FRET; 0% at EC30 CNP, 100% saturating CNP. activation, % at 10 µM. hit rate 0.11% among 370,000;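 active = activation at 10 µM reaching about 35% in either raw or pattern-adjusted values, limit read from the data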
KLK7 zymogen act = activates the human kallikrein-7 zymogen. P49862. purified proKLK7, EDANS-DABCYL substrate fluorescence; 100% is mature enzyme control, 0% vehicle. activation, % at 7 µM. hit rate 0.9% among 370,000;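 active = activation above the mean of all tested compounds plus 3 SD, computed per campaign excluding outliers beyond control limits, cut at about 13% in these data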
Target sequence (P49862 whole entry, looked up): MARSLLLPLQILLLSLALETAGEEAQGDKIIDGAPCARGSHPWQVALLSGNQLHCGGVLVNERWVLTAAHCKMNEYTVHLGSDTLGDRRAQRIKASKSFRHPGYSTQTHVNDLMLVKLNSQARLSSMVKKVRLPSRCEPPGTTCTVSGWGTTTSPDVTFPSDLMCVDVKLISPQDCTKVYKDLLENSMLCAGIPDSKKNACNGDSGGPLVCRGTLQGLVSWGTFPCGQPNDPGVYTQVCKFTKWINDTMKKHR
sPLA2-III inh = Inhibits HGIII-sPLA2 liposome hydrolysis, primary screen. Q9NZ20. QFRET BODIPY PC-A2 liposome hydrolysis, fluorescence. inhibition, % at 12.2 µM. hit rate 0.56% among 370,000. AID 743126;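 active = inhibition above mean plus 3 SD of compounds lying within the high and low control bounds, cut at about 19% in these data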;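 also: 0% = median of test compound wells and 100% = no enzyme DMSO wells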
Target sequence (Q9NZ20 whole entry, looked up): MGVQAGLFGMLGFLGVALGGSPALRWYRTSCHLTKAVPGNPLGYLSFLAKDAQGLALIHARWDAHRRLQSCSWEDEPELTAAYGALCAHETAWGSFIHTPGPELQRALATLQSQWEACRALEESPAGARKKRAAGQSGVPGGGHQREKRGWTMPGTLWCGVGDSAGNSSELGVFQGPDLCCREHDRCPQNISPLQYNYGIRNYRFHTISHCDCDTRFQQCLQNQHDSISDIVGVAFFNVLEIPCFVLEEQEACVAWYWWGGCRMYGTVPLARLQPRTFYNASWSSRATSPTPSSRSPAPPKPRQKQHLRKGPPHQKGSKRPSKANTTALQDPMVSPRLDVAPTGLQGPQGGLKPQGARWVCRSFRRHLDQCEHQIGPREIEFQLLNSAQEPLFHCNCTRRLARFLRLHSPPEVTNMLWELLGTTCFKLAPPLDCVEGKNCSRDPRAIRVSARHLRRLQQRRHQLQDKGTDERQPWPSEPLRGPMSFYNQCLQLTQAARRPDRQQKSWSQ
DAX1 inh-2 = blocks DAX1 repression of SF-1 activated StAR promoter. hit rate 1.1% among 370,000. HEK293T StAR-luciferase reporter, SF-1/DAX-1 repression relief. inhibition, % at 6.8 µM. AID 652010;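 active = inhibition above the mean over all tested compounds plus 3 SD, cut at about 3.6% in these data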;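 also: 0% = DAX-1 cells with DMSO and 100% = cells lacking DAX-1 with DMSO; higher inhibition means more luminescence from relief of DAX-1 repression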
Starred values were filed as active, the others as inactive; x = no result given.

SMILES	ssDAF-12 act	SMARCA2 act	NPR1 activator	hgDAF-12 ag	DAX1 inh-1	FXN GAA850 act	hcDAF12 agonist	GC-B act	KLK7 zymogen act	sPLA2-III inh	DAX1 inh-2
CCOc1cc(/C=C2\CN(CC)C/C(=C\c3ccc(O)c(OCC)c3)C2=O)ccc1O	-2.3	10*	-5	-12	-5.4	-13	-5.0	-5	0.1	-16	-0.9
CCc1ccc(OCc2cnc(Cl)s2)cc1	-1.5	1	6	-0.6	4.4*	1.5	1.6	-1	0.4	-5	0.9
O=C(O)C1=C[C@H](c2cccs2)C[C@H](OCCCCO)O1	-0.9	2	-2	-0.7	0.1	-1.1	0.8	-7	-0.1	3	0.0
O=C(NNc1nc2ccccc2s1)c1ccccc1F	0.0	0	-1	-1.4	0.3	1.1	5.8*	-4	0.1	11	-0.1
O=C(N/N=C/c1ccccc1O)/C(=C/c1ccccc1)CCO	-1.7	-4	0	-2.8	-0.2	-1.4	0.9	-4	0.0	-3	-1.3
CCOC(=O)[C@H]1[C@H]2COc3ccc(C)cc3[C@@H]2N2C(=O)c3cc(C)ccc3NC(=O)[C@@]12C	-0.9	-1	-5	0.5	-0.9	-5.9	-2.4	-3	0.3	4	-0.3
Cc1cccc2cc(CN(CCCO)C(=O)Nc3cccc(Cl)c3)c(=O)[nH]c12	-1.0	3	3	-1.6	-1.3	-3.2	-1.6	-8	-0.1	-10	-0.8
O=C(CN1C(=O)c2ccccc2S1(=O)=O)N1CCc2ccccc21	-2.7	-8	1	-11	-3.7	-16	-5.1	2	0.6	10	-2.9
COc1nc(SC)nc(Cl)c1Cc1ccc(OC(C)C)cc1	-0.2	-2	-2	0.9	-0.3	1.6	-0.8	-8	-0.2	15	-0.2
Cc1cc(Cl)c(S(=O)(=O)NCc2ccccc2)cc1OCC(N)=O	-1.0	3	1	0.8	-1.8	0.1	0.8	6	0.8	4	0.0
CCOc1ccc(OCC(=O)NCc2n[nH]c(=O)c3ccccc23)cc1	-0.3	-1	2	2.3	0.6	0.2	-0.6	-3	0.6	3	1.6
O=C(CN1c2cccc3cccc(c23)S1(=O)=O)Nc1ccccc1F	-0.7	3	-6	-2.5	-1.0	0.8	-2.9	-1	-0.8	0	0.1
CCCN(C(=O)C1CCN(S(=O)(=O)c2ccc(OC)c(OC)c2)CC1)C1CCS(=O)(=O)C1 (stereo unspecified)	-0.9	0	1	0.4	0.3	1.6	-0.5	7	0.2	5	-0.7
C[C@H](CO)N1C[C@H](C)[C@@H](CN(C)C(=O)Nc2ccc(-c3cccs3)cc2)OCc2cn(nn2)CCCC1=O	-1.0	6	8	0.8	x	x	0.4	4	2.1	1	-0.8
CNC[C@H]1Oc2cc(Br)ccc2S(=O)(=O)N([C@H](C)CO)C[C@H]1C	-1.3	2	1	6.5	2.5	-0.6	0.2	4	-0.6	-1	0.5
C[C@@H]1CN([C@@H](C)CO)C(=O)CCCn2nncc2CO[C@H]1CN(C)C(=O)Nc1ccc(F)cc1	-0.8	0	2	-0.8	-0.5	1.9	-1.9	1	0.4	5	-0.3
CN=c1sc(C(=O)Nc2ccccc2)c(C)n1C	-1.1	-2	2	3.0	-1.4	-1.4	-1.6	2	0.2	1	-0.8
CN(CCOc1ccccc1)CC(=O)Nc1ccc(Br)cc1F	-1.0	2	1	-0.4	0.8	0.5	-0.8	-6	-0.6	-2	0.0
Cc1ccc(NC(=O)CSC2=NN3CCCC(=O)N=C3S2)cc1Cl	-1.5	-3	1	-0.2	-2.4	-1.1	-2.6	-2	0.4	-6	-1.0
COc1ccc(S(=O)(=O)N2CCCCCC2)cc1C(=O)N(C)CC(=O)Nc1ccc(F)cc1	-1.3	-4	2	0.9	1.2	2.7	-0.5	2	-0.6	-3	0.3
CCOc1ccc(N2CC(NC(=O)c3ccc4ccccc4c3)CC2=O)cc1 (stereo unspecified)	-1.3	-2	-5	1.2	0.7	1.1	-1.6	2	-0.7	7	0.0
C/C(=N/NC(=O)CNC(=O)c1cccs1)c1ccc(Cl)cc1	-0.9	-4	1	1.5	0.4	1.0	-0.5	-2	0.0	3	0.4
CCCCNC(=O)C[C@@H]1C[C@@]2(C(=O)OC)CC(C)(C)CC=C2N(Cc2ccccc2)C1=O	-0.6	5	-2	-2.9	x	x	0.4	-3	0.3	-6	-0.4
CCCCCCCC(=O)N1CCN(c2cc3c(cc2F)c(=O)c(C(=O)O)cn3CC)CC1	-1.6	-2	1	-0.3	0.2	2.2	-0.1	8	-0.2	-3	-0.3
COc1ccc(C(=O)C(C)[n+]2ccc(C)c3ccccc32)cc1[N+](=O)[O-] (stereo unspecified)	-1.1	0	7	-1.4	3.2	-0.3	0.6	-1	0.6	-7	-0.7

(next part)
SMILES	ssDAF-12 act	SMARCA2 act	NPR1 activator	hgDAF-12 ag	DAX1 inh-1	FXN GAA850 act	hcDAF12 agonist	GC-B act	KLK7 zymogen act	sPLA2-III inh	DAX1 inh-2
O=C(CN(Cc1ccc(Br)cc1)S(=O)(=O)c1ccccc1)NCC1CCCO1 (stereo unspecified)	-1.0	-2	-3	-3.9	0.1	2.3	-3.0	-1	0.2	-3	-1.2
Nc1ccccc1C(=O)N1CCCC1	-1.1	1	3	-1.4	0.0	-0.2	0.1	-1	-0.9	14	0.5
O=C(N/N=C/c1ccc(Br)s1)c1ccccc1[N+](=O)[O-]	-0.7	-2	-16	0.5	0.0	-0.4	-1.6	-10	-0.3	-10	-0.1
Cc1ccc(/C=N/NC(=O)c2ccncc2)cc1	-0.3	0	3	1.6	1.4	1.0	-1.5	-2	0.2	-2	-0.3
COc1cccc(-c2nnn(CC(=O)N3CCCCC3)n2)c1	-0.4	0	2	2.1	-0.4	2.8	-1.2	8	0.3	1	0.0
CC(=O)Nc1ccc(S(=O)(=O)N2CCN(CC(O)COc3ccc4ccccc4c3)CC2)cc1 (stereo unspecified)	-1.9	-5	-9	-4.2	-1.2	-0.6	-2.2	0	0.0	-51	-1.9
Cc1ccc2nc(/N=C(\N)NC(=O)N3c4ccccc4Sc4ccccc43)nc(C)c2c1	-1.7	-1	0	0.0	0.1	2.4	-3.1	-2	0.1	6	-0.3
CC(C)(C)OC(=O)N[C@@H](/C=C/c1ccccc1)C(=O)OC(C)(C)C	-1.2	0	-2	-0.8	0.9	0.6	-0.9	6	0.0	-5	0.1
CS(=O)(=O)N(Cc1ccccc1)c1ccccn1	-1.3	-1	4	-2.2	-0.3	2.1	-0.9	2	-0.3	1	1.6
CCCn1c(=O)c2c(nc3n2CCN3Cc2ccco2)n(C)c1=O	-1.2	3	2	-0.5	-0.4	0.5	1.3	-2	-0.7	3	1.1
COc1cc(NC(=O)CCc2nnc3ccc(N4CCN(c5cccc(OC)c5)CC4)nn23)cc(OC)c1	-0.9	-1	5	-1.0	0.2	1.0	-0.8	-6	-0.1	3	-0.2
Cc1nnc(SCc2cc(=O)[nH]c(N3CCN(C)CC3)n2)s1	-1.1	5	4	-0.7	-0.3	-2.6	-0.5	0	0.2	0	0.0
Cc1cc(OC(=O)c2ccccc2Br)cc(=O)n1C	-0.6	1	3	-1.0	0.0	1.3	-1.1	9	0.4	11	-0.5
C=CCc1cccc(CNc2nc3ccccc3n2CCC)c1O	-1.3	-1	-14	0.2	4.7*	-3.0	-2.8	-9	0.1	-11	-1.3
O=C1NC(c2ccccc2)=N/C1=C/c1ccco1	1.0*	5	3	9.1	1.6	7.3	2.8	-4	1.6	-7	1.6
O=C1COc2ccc3ccccc3c2CN1	-0.5	6	-1	1.1	-0.5	2.1	-1.0	0	-0.8	8	0.3
CCCc1cc(=O)oc2c(C)c(OC(C)C(=O)NCCN3CCOCC3)ccc12 (stereo unspecified)	-1.4	-3	3	1.6	-0.1	0.6	2.1	-1	0.0	2	-2.3
S=C(Nc1ccccn1)NC1CCCC1	-1.5	4	0	-1.7	-0.9	1.7	0.5	4	-0.1	8	-0.3
COC(=O)c1cc(-c2ccccc2)nc2nc(SC)[nH]c(=O)c12	-1.0	-2	2	-0.9	2.9	3.2	-0.1	-2	-4.5	-2	-0.2
CCN(CC)C(=O)CCSc1nnc(-c2ccco2)o1	-0.4	0	2	-0.4	-0.1	3.1	1.0	4	-0.2	-1	0.0
CC(=O)N(/N=C1\Sc2ccccc2C1=O)c1cccc(C)c1	0.4	7	4	4.8	1.2	1.3	1.6	9	0.3	-1	1.8
CC(=O)Nc1ccc(S(=O)(=O)NC2(C(F)(F)F)C(=O)Nc3c2c(=O)[nH]c(=O)n3C)cc1 (stereo unspecified)	-1.3	-3	-1	-0.1	1.3	1.3	-1.5	6	0.6	8	-0.2
CCOC(=O)C1=C(C)NC2=C(C(=O)C(C(=O)OC)C(C)C2)C1c1ccc(OC)c(O)c1 (stereo unspecified)	-1.6	0	0	0.2	1.1	-1.6	-0.7	-4	-0.1	2	-0.4
O=C(C1CC(=O)N(C2CCCC2)C1)N1CCN(c2ccccc2F)CC1 (stereo unspecified)	-1.5	-5	5	-0.5	0.4	-2.9	1.5	-4	0.0	14	0.4
CC(NCC(=O)NC(=O)NC1CCCC1)c1ccc(Cl)cc1Cl (stereo unspecified)	-1.2	-3	-4	1.6	-0.7	0.0	-1.6	2	0.1	8	-3.1

Going on with the list.
SMILES	ssDAF-12 act	SMARCA2 act	NPR1 activator	hgDAF-12 ag	DAX1 inh-1	FXN GAA850 act	hcDAF12 agonist	GC-B act	KLK7 zymogen act	sPLA2-III inh	DAX1 inh-2
CCc1nc(N)nc(N)c1-c1ccc(N(C)Cc2ccccc2)c([N+](=O)[O-])c1	-2.0	-2	-3	-12	-4.8	-7.8	-2.6	-4	-0.8	3	-5.0
COc1ccc(CC(=O)OCc2csc(CC(=O)Nc3ccc(C)cc3)n2)cc1	-0.6	1	1	3.1	-1.0	0.3	-0.9	1	-0.6	-63	0.0
O=C(O)C1C2C=CC(O2)C1C(=O)NCCc1cccc(Cl)c1 (stereo unspecified)	-0.2	-1	5	0.9	1.9	0.6	-0.5	5	0.0	-1	0.1
Cc1cc(C)c(Nc2ncnc(N)n2)c(C)c1	-2.0	0	-3	-0.4	-0.1	0.3	0.1	5	-0.2	-1	0.0
COCCCNC(=O)CCCn1c(=O)c2ccccc2n(Cc2cccc([N+](=O)[O-])c2)c1=O	-0.7	-1	3	0.0	0.8	0.6	0.6	3	-0.4	3	-0.2
O=C(Cc1ncc(C(F)(F)F)cc1Cl)NNc1cccc(F)n1	-0.7	1	3	0.2	1.1	-0.2	1.5	2	-0.1	-37	-0.2
COc1ccc(-c2ccnc(-c3ccc(O)cc3)n2)cc1	-0.8	0	-13	8.3	-1.7	-1.1	2.2	-17	-0.1	-53	-0.9
O=C(N/N=C/c1cccc([N+](=O)[O-])c1)c1cccc(Br)c1	-1.6	1	3	4.3	0.2	3.6	-1.0	-4	-0.3	-1	-0.2
O=C(c1ccccc1-c1nc(-c2ccc(F)cc2)no1)N1CCCC1	-1.1	1	-2	-1.8	-0.1	0.4	-0.1	1	-0.1	1	-0.7
CCc1cc(/C(Cc2ccccn2)=N\Nc2ccccc2)c(O)cc1O	-1.6	5	7	5.3	-0.6	2.0	4.3	0	-0.3	-20	0.2

Screens from PubChem.
